Compound activity (PubChem BioAssay)
D1 ag = Allosteric Agonists of the Human D1 Dopamine Receptor: qHTS. D(1A) dopamine receptor (Homo sapiens), P21728. HEK293 T-REx D1 cells, calcium flux, agonist mode. activation, % at 2 µM. actives 1% (n = 360,000). AID 504660, 2011; in the data active = activation above about 30%; note: 0% is about no effect
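Inducible HEK293 T-REx D1 cells, force-coupled to calcium signalling, were plated at 4000 cells/well with tetracycline and held overnight at 30 C. After no-wash calcium dye loading, compound-evoked calcium rise over 180 s flagged agonists.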
LDHA inh = qHTS assay for inhibitors of human lactate dehydrogenase | L-lactate dehydrogenase A chain (Homo sapiens), P00338 | purified LDHA, NADH/diaphorase-resazurin fluorescence; stronger effect = lower value | activity change, % (values are at about 110 or 230 µM) | actives 0.15% (n = 480,000) | AID 1347041, 2019; in the data active = activity change below about -30%; inconclusive = mostly about -25% to -30%;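 note: plate controls were DMSO wells for no effect and wells without enzyme for full effect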
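Remaining NADH was detected by diaphorase (0.133 mg/mL) converting 37 µM resazurin to fluorescent resorufin, read at 0 and 20 minutes. The preceding 5-minute room-temperature reaction used 2 nM LDHA, 0.2 mM sodium pyruvate and 0.06 mM NADH at pH 7.4.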
D1 antagonist = Antagonist of Human D 1 Dopamine Receptor: qHTS; D(1A) dopamine receptor (Homo sapiens), P21728; HEK293 TREx D1 cells, calcium flux, dopamine EC80; stronger effect = lower value; activity change, negative = inhibition, % at 10 µM; actives 3.2% (n = 360,000); AID 504652, 2011; in the data active = activity change below about -30%; note: % is set by controls: 0 for no effect and ±100 for the full control effect
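Tetracycline-induced HEK293 T-REx cells with force-coupled D1 receptor were loaded with a no-wash calcium dye. Compound was added after a 10 s baseline and read kinetically for 180 s; EC80 dopamine was then added and calcium flux followed another 180 s.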
RXFP1 agonist = qHTS Assay for Agonists of the Relaxin Receptor RXFP1; AID 2676, 2010; actives 0.3% (n = 370,000); Relaxin receptor 1 (Homo sapiens), Q9HBX9; Potency, µM (top dose mostly 57.5 µM), inactives show at the highest dose activation, usual class: activators; HEK293T-RXFP1 cAMP TR-FRET, 30 min; response scale: percent of porcine relaxin response, buffer zero; note: potency is the fitted concentration of half-maximal effect; % is set by controls: 0 for no effect and ±100 for the full control effect; nearly all actives have a fitted effect of over 60% in size; many of its hits are not listed in these tables
Target sequence (Q9HBX9 whole entry, looked up): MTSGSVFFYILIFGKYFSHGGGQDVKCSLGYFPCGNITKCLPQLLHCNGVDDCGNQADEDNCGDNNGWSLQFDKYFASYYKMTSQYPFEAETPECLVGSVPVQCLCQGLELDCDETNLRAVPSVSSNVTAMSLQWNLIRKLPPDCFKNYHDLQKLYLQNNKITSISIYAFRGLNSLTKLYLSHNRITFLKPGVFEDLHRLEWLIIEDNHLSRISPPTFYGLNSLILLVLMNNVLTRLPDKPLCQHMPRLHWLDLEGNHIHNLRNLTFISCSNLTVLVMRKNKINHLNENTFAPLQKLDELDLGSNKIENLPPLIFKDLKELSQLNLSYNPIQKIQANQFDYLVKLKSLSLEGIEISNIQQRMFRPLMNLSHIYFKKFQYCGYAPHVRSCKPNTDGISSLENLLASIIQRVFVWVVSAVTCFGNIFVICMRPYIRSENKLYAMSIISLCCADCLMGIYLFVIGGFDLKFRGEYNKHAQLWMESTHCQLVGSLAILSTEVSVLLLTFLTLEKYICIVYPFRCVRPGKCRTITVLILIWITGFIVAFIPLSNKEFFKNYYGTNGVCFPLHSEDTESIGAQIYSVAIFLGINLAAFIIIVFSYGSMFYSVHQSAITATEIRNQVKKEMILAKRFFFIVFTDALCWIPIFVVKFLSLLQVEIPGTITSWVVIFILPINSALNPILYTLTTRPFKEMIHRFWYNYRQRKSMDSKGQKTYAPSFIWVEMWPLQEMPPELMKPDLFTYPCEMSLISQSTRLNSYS
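cAMP rise read by TR-FRET after 30 min, 37C compound exposure (up to 58 uM) in RXFP1-transfected HEK293 cells with Ro 20174 present. EC50 from Hill-equation fits, with 29 nM porcine relaxin as 100% and buffer as basal.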
D2 potentiator = HTS Assay for Positive Allosteric Modulators of the Human D2 Dopamine Receptor: Primary Screen for Potentiators | actives 0.34% (n = 340,000) | HEK293 T-REx D2, calcium flux, EC20 dopamine potentiation | potentiation, % at 10 µM | AID 485347, 2010;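 active = potentiation over 3 SD above the plate norm, cut at about 30% in these data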; note: 0% is about no effect
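Potentiation of an EC20 dopamine calcium response measured kinetically over 180 s, after a preceding 180 s compound-only read flagging agonists. Cells: inducible Hek293 Trex D2 line, 4000/well, cultured overnight at 30 C before dye loading.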
Glioma ERSR ind = qHTS for Inducers of the Endoplasmic Reticulum Stress Response (ERSR) in Human Glioma: qHTS. actives 0.02% (n = 420,000). AID 602332, 2012. U87-MG GRP78 promoter luciferase reporter, 16 h. Potency, µM, without a hit: at the top dose activation, usual class: activators; note: potency is the fitted concentration of half-maximal effect; series mostly up to about 76 µM; % of control where 0% means no effect; nearly all actives have a fitted effect of over 35% in size
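Stably transfected U87-MG human glioma cells carrying a GRP78-based luminescent sensor were seeded at 1000 cells/well, pin-dosed with compounds and incubated 16 h. Luciferase reagent was then added, and end-point luminescence was read after 10 min at room temperature.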
Vif-APOBEC3F blk = qHTS for Inhibitors of Vif-A3F Interactions: qHTS | HeLa A3F-eYFP + Vif (tagged APOBEC3F with the HIV-1 protein that degrades it), YFP fluorescence increase | Potency, µM (titrated, usually from 46.1 µM), for the others: at the highest dose activity, negative = active | actives 0.2% (n = 390,000) | AID 602313, 2012; note: potency is the fitted concentration of half-maximal effect; % of control where 0% means no effect; nearly all actives have a fitted effect of over 65% in size
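Fluorescence increase (Ex 488/Em 500-530) after overnight compound treatment at 37 deg C flags inhibition of Vif-driven A3F-eYFP loss in stable HeLa A3F-eYFP/Vif cells seeded overnight beforehand.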
D1 PAM = Potentiators of Human D1 Dopamine Receptor: qHTS | AID 504651, 2011 | potentiation, % at 10 µM | D(1A) dopamine receptor (Homo sapiens), P21728 | actives 0.036% (n = 360,000) | HEK293 TREx D1 cells, calcium flux, dopamine EC20 potentiation; in the data active = potentiation above about 30%; note: 0% is about no effect
Vif-A3G inh = qHTS for Inhibitors of Vif-A3G Interactions: qHTS; actives 0.076% (n = 410,000); Potency, µM (titrated, usually from 46.1 µM), for the others: at the top dose activity, negative = active, most hits filed as inhibitors; HeLa A3G-eYFP + Vif (tagged APOBEC3G with the HIV-1 protein that degrades it), YFP fluorescence, overnight; AID 602310, 2012;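 note: potency is the fitted concentration of half-maximal effect; % is set by controls: 0 for no effect and ±100 for the full control effect; nearly all actives have a fitted effect of over 60% in size; hits raise eYFP signal because A3G escapes Vif-driven loss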
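Read-out is eYFP fluorescence (Ex 488/Em 500-530) from Vif-expressing HeLa A3G-eYFP cells; more signal means A3G escaped Vif-mediated degradation. Cells plated overnight, compound pinned in, incubated overnight at 37 deg C.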
* marks the source's active call; other numbers are inactive results; ? = inconclusive; · = not tested or not shown; & = joins results of further samples. Unless noted, calls come from the whole dose curve; as a rule, active = well fitted curve in the direction sought with a large enough effect; inconclusive = small, poorly fitted or top-dose-only effect, or another doubt; inactive = no such curve, though single readings can be large; an effect the other way counts as inactive or inconclusive. An excerpt; the hit share may differ from the screen's.

SMILES	D1 ag	LDHA inh	D1 antagonist	RXFP1 agonist	D2 potentiator	Glioma ERSR ind	Vif-APOBEC3F blk	D1 PAM	Vif-A3G inh
Cc1ccc(NC(=O)c2ncn(CCCNCC3CCCO3)n2)cc1C (stereo not drawn)	·	-6	·	·	·	1%	-3%	·	-1%
Cc1nc(Cl)c(N=Cc2cccc([N+](=O)[O-])c2)c(Cl)n1	0	-6	-6	2.6%	-5	-6%	-16%	-4	-7%
O=C(O)c1ccc2c3c(cccc13)C(=O)N(OS(=O)(=O)c1ccccc1)C2=O	2	2	6	2.3%	20	1%	5%	1	-1%
CC(C)(C)c1ccc(OCC(O)CN2CCc3ccccc3C2)cc1 (stereo not drawn)	·	3	·	·	·	-15%	-5%	·	-12%
CN(C)c1nc(N)nc(CSc2nnnn2-c2ccc(C(=O)O)cc2)n1	2	-1	-2	-0.2%	-2	-2%	-2%	-10	1%
COc1ccc(NC(=O)Cn2c(=O)n(CCC(=O)NCC3CCCO3)c(=O)c3cc(OC)c(OC)cc32)cc1 (stereo not drawn)	5&0	-8&3	-1&-15	0.4%&1.9%	-1&-3	-1%&-3%	8%&4%	1	-1%&-5%
O=C(O)C(c1ccccc1)N1C(=O)c2ccccc2C1=O (stereo not drawn)	2	-10	-1	3.0%	8	-2%	-2%	-6	0%
COc1ccc(OC)c(/C=N/NC(=O)CNC(=O)c2ccc(S(=O)(=O)N3CCOCC3)cc2)c1	1	-4	-27	1.3%	0	-5%	9%	-1	0%
O=C(Nc1cccnc1Cl)C1=NN(c2ccccc2)C(=O)CC1	2	-6	70	0.2%	13	-2%	2%	-3	-3%
COc1ccc(Cl)cc1N(CC(=O)Nc1ccc2c(c1)OCCO2)S(C)(=O)=O	1	-12	4	-1.6%	-4	0%	-1%	-2	-9%
O=C(/C=C/c1ccc([N+](=O)[O-])o1)NNC(=O)c1ccc(F)cc1	3	3	1	-1.4%	0	-12%	-23%	0	?
O=C(c1cnccn1)N(c1ccccc1)C1(C(=O)NC2CCCC2)CCCCC1	-2	-2	7	1.6%	-6	-3%	2%	2	-4%
O=c1oc2c(O)cccc2cc1-c1nc2ccccc2[nH]1	408*	-5	-5	7.7%	0	-1%	?	9	-12%
CCCCOC1(c2ccccc2)NC(=S)NN=C1c1ccccc1 (stereo not drawn)	2	·	4	16%	-9	·	·	-2	·
Cc1cc(Cl)ccc1NC(=O)CCS(=O)(=O)c1cc2c(cc1C)NC(=O)CO2	0	-5	-19	0.0%	-9	-2%	0%	-6	-5%
CCOC(=O)/C(=N\Nc1ccc(Br)cc1)N1CC(C)OC(C)C1 (stereo not drawn)	3	1	4	1.7%	·	-6%	?	-8	2%
CCc1c(C)c(C#N)c2nc3ccccc3n2c1NCCCN(C)C	·	1	·	·	·	-5%	0%	·	0%
CC(=O)Nc1ccc2c(c1)CCC2=O	0	-12	3	0.2%	-3	-5%	-7%	-9	0%
S=c1nc(C2CC2)[nH]c2ccccc12	-3	-4	3	14%	9	2%	4%	7	1%
C=CCSc1nnc2c(n1)OC(c1ccccn1)N(C(C)=O)c1ccccc1-2 (stereo not drawn)	3	-1	4	0.2%	4	-6%	2%	-3	0%
COc1ccc(OC)c(-c2csc(NC(=O)CSc3ccc(Br)cc3)n2)c1	1	0	20	1.6%	-10	-2%	-5%	-6	0%
CC(=O)c1ccc(-c2ccc(-c3cc(=O)oc4c(C(C)C)ccc(C)c34)cc2)cc1	·	-9	·	·	·	-1%&-3%	-4%	·	3%
CN1CCN(S(=O)(=O)c2ccc(NC(=S)NC(=O)C3CCCCC3)cc2)CC1	8	2	-4	1.2%	4	-1%	-15%	-10	1%
CC1CCCCN1CCCNC(=O)c1ccc2nc(N3CCCCC3)sc2c1 (stereo not drawn)	1	-1	0	0.2%	5	-1%	4%	4	6%
CCCCC1C(=O)CC[C@H]2[C@@H]1CC(=O)[C@@H]2C/C=C\CCCC(=O)O (stereo partly drawn)	1	16	3	2.4%	-2	1%	-16%	-4	?
(list continues)
SMILES	D1 ag	LDHA inh	D1 antagonist	RXFP1 agonist	D2 potentiator	Glioma ERSR ind	Vif-APOBEC3F blk	D1 PAM	Vif-A3G inh
Cn1cnc2nc(Cl)nc(Cl)c21	·	-10	·	·	·	-11%	3%	·	?
COC(=O)[C@]1(Cc2ccccc2)N[C@H](CN(C)S(=O)(=O)c2ccc(C)cc2)[C@@H]2C(=O)N(Cc3ccccc3)C(=O)[C@@H]21	·	0	·	·	·	-1%	-2%	·	-2%
Cc1ccc(C(=O)NNC(=O)c2ccncc2)cc1S(=O)(=O)N1CCCCC1	-1	-3	-5	0.4%	1	-5%	-22%	-5	2%
Cc1nc2ccc(NC(=O)c3cccc(S(=O)(=O)N(C)c4ccccc4)c3)cc2s1	13	-3	-2	4.2%	-6	-5%	2%	-7	2%
COCCN(C(=O)COC(=O)CC1CCCCC1)c1c(N)n(Cc2ccccc2)c(=O)[nH]c1=O	2	0	4	1.0%	8	-1%	1%	-6	-8%
Cc1c(N=C2C=C(Br)C(=O)C(Br)=C2)c(=O)n(-c2ccccc2)n1C	0	37	-15	2.0%	-8	3%	-1%	-4	0%
CCN(CC)c1ccc(C(=O)NNC(=O)CN2C(=O)NC3(CCCCC3)C2=O)cc1	1	-2	0	1.3%	0	-1%	7%	-3	2%
CSCCC(NC(=O)COc1ccccc1)C(=O)N1CCCC(C(F)(F)F)C1 (stereo not drawn)	2	-2	8	-1.4%	15	-2%	-8%	3	-4%
CCOc1ccccc1N1CCN(C(=O)CNC(=O)c2ccc(OC)c(OC)c2)CC1	4	5	-7	-0.6%	0	-5%	-1%	·	-5%
COc1ccc(CN2C(=O)C(Cc3ccccc3)Nc3ncnc(N4CCCCC4)c32)cc1 (stereo not drawn)	1	2	24	3.3%	15	-6%	-7%	11	-5%
CCCC(=O)OC1CCS(=O)(=O)c2sccc21 (stereo not drawn)	3	1	4	1.6%	0	1%	1%	1	0%
CC(C)CCNc1ncnc2c1cnn2-c1cccc(Cl)c1	-1	0	-18	0.9%	-7	5%	-1%	-1	-12%
CN1CCN(c2ccc([N+](=O)[O-])cc2C(=O)N2CCCCC2)CC1	3	0	2	0.5%	5	-6%	0%	-3	-1%
COC(=O)[C@]1(Cc2ccccc2)N[C@H](CN(C)S(=O)(=O)c2ccc(C(C)(C)C)cc2)[C@@H]2C(=O)N(Cc3ccccc3)C(=O)[C@@H]21	·	-4	·	·	·	-2%	-5%	·	0%
Cc1ccc(Cn2ncc3c(N4CCN(C)CC4)ncnc32)cc1	7	-4	-5	0.0%	-33	-1%	0%	-1	-2%
COc1cccc(NC(=O)N2CCN(c3cccc(C)c3C)CC2)c1	11	-1	-2	-1.1%	·	2%	4%	4	1%
CC(C)Oc1ccc(CNC(=O)CN2C(=O)c3cccnc3Oc3ccc(Cl)cc32)cc1	10	-9	-6	-1.4%	8	-4%	-3%	-1	-4%
Cc1cc2c(s1)c1cnn(CC(=O)NCCc3ccccc3)c(=O)c1n2C	1	-9	5	8.6%	0	-4%	0%	2	-9%
CCCCOc1cc(C(=O)NCCN(CC)CC)c2ccccc2n1	8&25	-1&-2	-6&7	-0.8%&0.8%	-3&-5	-1%&-1%&-5%&-5%	-4%&0%	2&-6	2%&4%
Cn1c(C(=O)NCc2cccs2)cc2oc3ccccc3c21	2	4	-16	0.5%	-6	-2%	-9%	-8	-7%
COc1ccc(C(=O)NNC(=S)NC2CCCCC2)cc1OC	0	1	-2	0.1%	-4	-3%	3%	-5	-7%
O=C(O)c1cc(S(=O)(=O)Nc2ccc(N3CCCCC3)cc2)ccc1Cl	1	-1	-30	-0.5%	7	-3%	0%	-4	-1%
C=CCSc1ncnc2sc(C)c(C)c12	5	-2	-11	3.4%	6	4%	0%	-1	1%
COc1cccc(CNC(=O)c2nn(C)c3c2CSc2ccccc2-3)c1	1	-13	1	-6.1%	-1	-2%	-1%	-1	4%
CC1=C(C(=O)N2CCOCC2)C(c2ccc(Cl)cc2)NC(=S)N1 (stereo not drawn)	3	-8	-1	-0.6%	-2	1%	1%	8	2%
Further records:
SMILES	D1 ag	LDHA inh	D1 antagonist	RXFP1 agonist	D2 potentiator	Glioma ERSR ind	Vif-APOBEC3F blk	D1 PAM	Vif-A3G inh
CCOC(=O)c1cc(-c2ccccc2)n(-c2cccc(C(=O)Nc3cccc(F)c3)c2)c1C	8	4	9	0.2%	7	-3%	0%	-5	3%
CCCCCCCSc1nsc(N)n1	1	3	6	0.0%	4	-4%	-20%	-4	-4%
CCN(C[C@H]1N[C@@](CC)(C(=O)OC)[C@H]2C(=O)N(C)C(=O)[C@@H]12)C(=O)c1ccc(F)cc1	·	-7	·	·	·	-3%	7%	·	4%
CC(C)CCNC(=O)C(=O)Nc1ccc2c(c1)N(S(=O)(=O)c1cccs1)CCC2	15	-1	-7	-1.5%	20	2%	?	-2	-26%
COCC(C)n1c(SCC(=O)NC(=O)Cc2ccccc2)nc2ccccc2c1=O (stereo not drawn)	12	-3	37	0.5%	-1	-5%	-4%	·	-16%
Cc1ccc(CNC(=O)c2sc3nc(-c4ccccc4)cn3c2C)cc1	1	-8	-6	-1.0%	-24	-2%	-5%	-5	2%
CN(C)c1cccc(C(=O)OC(C(=O)Nc2ccc(Cl)cc2C(F)(F)F)c2ccccc2)c1 (stereo not drawn)	1	-1	-2	0.1%	1	0%	-13%	1	0%
